# ASAP1 GAP inh – ASAP1 ArfGAP inhibition; inhibition, % at 16.5 µM; 360,000 compounds, 0.19% hits; Q9ULH1; ASAP1-stimulated ARF1 GTP hydrolysis, GDP FP detection; AID 624377; in the data active = inhibition above about 25%;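 also: 0% = vehicle with enzyme and substrate and 100% = no enzyme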
# Target sequence (Q9ULH1 325-724 limits assumed): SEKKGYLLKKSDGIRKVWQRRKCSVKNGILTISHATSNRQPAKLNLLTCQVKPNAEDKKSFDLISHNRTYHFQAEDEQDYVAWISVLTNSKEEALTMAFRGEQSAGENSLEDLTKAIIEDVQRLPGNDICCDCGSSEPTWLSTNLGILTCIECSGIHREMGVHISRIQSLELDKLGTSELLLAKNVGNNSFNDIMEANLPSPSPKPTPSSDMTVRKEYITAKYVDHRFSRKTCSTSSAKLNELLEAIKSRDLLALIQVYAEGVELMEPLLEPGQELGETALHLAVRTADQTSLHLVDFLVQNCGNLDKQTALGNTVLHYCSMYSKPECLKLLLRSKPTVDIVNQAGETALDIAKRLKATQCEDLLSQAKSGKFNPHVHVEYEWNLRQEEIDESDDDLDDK
# sPLA2-III inh – Inhibits HGIII-sPLA2 liposome hydrolysis, primary screen. Q9NZ20. QFRET BODIPY PC-A2 liposome hydrolysis, fluorescence. inhibition, % at 12.2 µM. 370,000 compounds, 0.56% hits. AID 743126;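 active = inhibition above mean plus 3 SD of compounds lying within the high and low control bounds, cut at about 19% in these data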;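 also: 0% = median of test compound wells and 100% = no enzyme DMSO wells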
# Target sequence (Q9NZ20 whole entry, looked up): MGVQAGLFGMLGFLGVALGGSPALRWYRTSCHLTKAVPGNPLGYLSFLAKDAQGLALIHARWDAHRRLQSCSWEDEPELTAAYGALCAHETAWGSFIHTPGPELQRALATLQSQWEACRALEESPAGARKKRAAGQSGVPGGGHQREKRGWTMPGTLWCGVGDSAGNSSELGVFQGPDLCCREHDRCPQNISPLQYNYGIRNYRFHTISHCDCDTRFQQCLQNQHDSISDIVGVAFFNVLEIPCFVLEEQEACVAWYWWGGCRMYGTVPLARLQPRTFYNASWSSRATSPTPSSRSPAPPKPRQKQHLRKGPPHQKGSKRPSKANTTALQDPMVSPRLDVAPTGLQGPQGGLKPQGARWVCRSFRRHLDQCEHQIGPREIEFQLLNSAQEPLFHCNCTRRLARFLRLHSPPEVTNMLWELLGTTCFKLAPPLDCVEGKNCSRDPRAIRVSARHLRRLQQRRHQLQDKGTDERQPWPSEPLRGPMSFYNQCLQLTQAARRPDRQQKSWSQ
# DDE Tn6 FP inh – inhibitors of Tn6 peptide binding to human fibrin DD(E); 370,000 compounds, 0.21% hits; AID 720509; P02675; inhibition, % at 8.3 µM; Fibrin DD(E) TRITC-Tn6 fluorescence polarization displacement;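 active = inhibition above a per-campaign cutoff: mean of compounds within control limits plus 3 SD, cut at about 15% in these data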;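 also: 0% = median of all compound wells on the plate and 100% = blocking peptide control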
# PLC-gamma1 inh – blocks human PLC-gamma1 enzyme activity; inhibition, % at 12.2 µM; 370,000 compounds, 0.84% hits; purified PLC-gamma1, fluorogenic substrate, fluorescence; AID 720700; P19174; in the data active = inhibition above about 9.5%
# PLCb3 inh – inhibitors of human phospholipase C beta3; Purified PLC-beta3, fluorogenic substrate, fluorescence; AID 720704; inhibition, % at 12.2 µM; 370,000 compounds, 0.18% hits; in the data active = inhibition above about 11%;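 also: 0% = median of compound wells on plate and 100% = full blocker control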
# ARFGAP1 inhibitor – inhibitors of rat ARFGAP1. Q62848. Arfgap1-stimulated ARF1 GTP hydrolysis, GDP FP detection. inhibition, % at 16.5 µM. 360,000 compounds, 0.26% hits. AID 651572;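 active = inhibition above a per-plate limit, mean inhibition of low control wells plus 3 SD, cut at about 25% in these data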;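 also: 0% = DMSO wells with enzyme and 100% = wells lacking Arfgap1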
# Target sequence (Q62848 1-136 limits assumed): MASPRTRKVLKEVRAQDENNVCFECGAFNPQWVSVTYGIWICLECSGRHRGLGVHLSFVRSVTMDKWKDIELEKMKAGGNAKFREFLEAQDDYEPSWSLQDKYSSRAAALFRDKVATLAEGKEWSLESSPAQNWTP
#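 Repeats: one replicate per compound; assay system: rat Arfgap1 catalytic domain, aa 1-136; times: enzyme reaction 120 min at 25 °C after 20 min preincubation; detection: FP of antibody-bound GDP Alexa 633 tracer, ex 620/em 688 nm; benchmarks: high control wells lacking Arfgap1, low control full reaction with DMSO; reagent: human ARF1(Δ1-17)-GTP substrate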
# Tn7 DDE FP – DD(E)-Tn7 binding inhibition, primary FP screen. FP displacement of FITC-Tn7 peptide from fibrin DD(E); 0% = median of compound wells per plate. inhibition, % at 8.3 µM. 370,000 compounds, 0.13% hits. AID 720508;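 active = inhibition above the mean of compounds falling within the control limits plus 3 SD of them, cut at about 14% in these data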;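 also: 0% = plate median of compound wells and 100% = 10 µM Aha-Tn7 peptide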
#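 System: human fibrin DD(E); quantity: Fibrin-DD(E) at 2 µM final; also added: fluorescent Tn7 probe at 0.1 µM; compound dosing: single nominal test concentration of 8.3 µM per compound; schedule: 10 min preincubation, 3 h with tracer, room temperature; detection: fluorescence polarization of the labelled Tn7 tracer; repeats: one replicate per compound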
# UHRF1 binding – human UHRF1 methylated DNA binding inhibitors | inhibition, % at 4.4 µM | Q96T88 | UHRF1 binding to methylated oligo, TR-FRET | AID 687016 | 370,000 compounds, 0.75% hits; in the data active = inhibition above about 21%;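 also: UHRF1 SRA domain binding a hemimethylated CpG hairpin DNA probe; 0% = median of test compound wells and 100% = reference inhibitor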
# Rev-erbA mod – modulators of human Rev-erb alpha DNA binding | P20393 | Rev-erbα–FITC-DNA binding, fluorescence polarization, 90 min | activity, % at 10 µM | 370,000 compounds, 0.79% hits | AID 1259318;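 active = activity above about 14%, limit read from the data; passing the limit was not always enough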;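 also: 0% = DMSO wells with 35 nM protein and 100% = DMSO wells with 750 nM protein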
# proKLK7 act – activators of human kallikrein-7 zymogen. P49862. purified proKLK7, EDANS-DABCYL substrate fluorescence; 100% is mature enzyme control, 0% vehicle. activation, % at 7 µM. 370,000 compounds, 0.9% hits;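 active = activation above the mean of all tested compounds plus 3 SD, computed per campaign excluding outliers beyond control limits, cut at about 13% in these data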
# The depositor's hits bear a star; nt = no result given; & = joins results of further samples.
# The first 4 compounds, to show the layout:
no.	ASAP1 GAP inh	sPLA2-III inh	DDE Tn6 FP inh	PLC-gamma1 inh	PLCb3 inh	ARFGAP1 inhibitor	Tn7 DDE FP	UHRF1 binding	Rev-erbA mod	proKLK7 act	SMILES
1	1	4	3	-1	-31	5	2	-1	-3	0.5	C=CCn1c(SCC(=O)NC2CCS(=O)(=O)C2)nc2scc(C3CC3)c2c1=O (stereo not given)
2	0	4	-7	1	-2	5	-4	0	-3	0.0	CCOC(=O)N1CCC(NC(=O)c2cc(-c3ccc(F)cc3)[nH]c2C)CC1
3	-4	-3	5	2	-7	-16	5	-1	4	0.8	O=C(Cn1cnc2c(nnn2Cc2ccccc2)c1=O)NCc1ccccc1Cl
4	-8	-4	-8	4	-3	0	-4	2	6	0.5	CCOC(=O)C1CCCN(C(=O)c2cccs2)CC1 (stereo not given)

# The whole of this part, from the first entry:
no.	ASAP1 GAP inh	sPLA2-III inh	DDE Tn6 FP inh	PLC-gamma1 inh	PLCb3 inh	ARFGAP1 inhibitor	Tn7 DDE FP	UHRF1 binding	Rev-erbA mod	proKLK7 act	SMILES
1	1	4	3	-1	-31	5	2	-1	-3	0.5	C=CCn1c(SCC(=O)NC2CCS(=O)(=O)C2)nc2scc(C3CC3)c2c1=O (stereo not given)
2	0	4	-7	1	-2	5	-4	0	-3	0.0	CCOC(=O)N1CCC(NC(=O)c2cc(-c3ccc(F)cc3)[nH]c2C)CC1
3	-4	-3	5	2	-7	-16	5	-1	4	0.8	O=C(Cn1cnc2c(nnn2Cc2ccccc2)c1=O)NCc1ccccc1Cl
4	-8	-4	-8	4	-3	0	-4	2	6	0.5	CCOC(=O)C1CCCN(C(=O)c2cccs2)CC1 (stereo not given)
5	19	-5	1	1	0	6	-4	-2	-1	-0.6	O=C(CCCCCCCC(=O)c1ccccc1)c1ccccc1
6	0	12	10	3	4	12	1	2	8	-0.5	O=C(NCc1ccccc1)C(c1ccc(C(F)(F)F)cc1)N1CCN(CCN2CCOCC2)CC1 (stereo not given)
7	-3	4	1	1	-8	15	3	0	-1	-0.3	NC(=O)c1cc(S(=O)(=O)NCc2ccccc2)cs1
8	-15	-1	5	-7	-11	4	-3	4	2	0.0	Cc1cc2c(c(=O)o1)C(Cc1ccccc1)C(C#N)=C(N)O2 (stereo not given)
9	7	-7	7	-1	1	-7	-4	0	-1	0.2	COc1ccc(CNC(=O)[C@]2(C)CCC[C@@]3(C)C4CC[C@@]5(C)C[C@]4(CCC32)CC5=O)cc1 (stereo not given in full)
10	-15	0	4	-7	-5	5	4	2	2	-0.5	COc1ccc(C(=O)/C=C/N2CCCCC2)cc1OC
11	-2	-6	4	3	-3	-2	8	0	3	-0.8	CCCN1CCC(=O)N([C@H](CSc2ccc(C)cc2)Cc2ccccc2)CC1
12	3	13	2	-23	-34	-3	2	-1	-9	-3.4	C=C1c2cc3c(cc2NC(=S)N1Cc1ccccc1)OCO3
13	-19	4	-7	-14	-7	-10	-2	4	0	0.1	NNc1cc([N+](=O)[O-])cc2c1C(=O)N(Cc1ccccc1)S2=O (stereo not given)
14	-6	1	5	6	-6	3	4	1	-3	0.2	Cc1cc(C(=O)NC2CCCN(Cc3ccc(Cl)cc3)C2)no1 (stereo not given)
15	-4	-11	-1	-1	2	-9	4	-1	-2	0.4	Cc1ccc(NCc2nnc(SCC(=O)NCc3ccco3)n2CC2CCCO2)cc1Cl (stereo not given)
16	-17	5	5	1	0	-8	-2	1	6	-0.1	O=C(N/C(=C\c1cn(-c2ccccc2)nc1-c1ccc(Cl)cc1)C(=O)N1CCOCC1)c1ccccc1
17	-8	4	-2	-1	5	-11	0	3	3	0.1	Cc1csc(N(C(=O)CCNC(=O)c2ccc([N+](=O)[O-])cc2)c2ccccc2)n1
18	16	-37	-21	-350	-376	14	-2	8	6	-6.8	COc1ccc2[nH]cc(/C=C(/C#N)S(=O)(=O)c3ccccc3)c2c1
19	nt	-5	9	0	1	nt	1	0	2	nt	O=C(NCC(c1ccccc1)c1ccccc1)[C@H](Cc1ccccc1)NC1(C(=O)NC2CCCCC2)CCCC1
20	1	6	-5	-3	0	-6	7	-1	1	0.4	CSc1ccccc1NC(=O)CSc1nncs1

# Excerpt, compounds 18–20
no.	ASAP1 GAP inh	sPLA2-III inh	DDE Tn6 FP inh	PLC-gamma1 inh	PLCb3 inh	ARFGAP1 inhibitor	Tn7 DDE FP	UHRF1 binding	Rev-erbA mod	proKLK7 act	SMILES
18	16	-37	-21	-350	-376	14	-2	8	6	-6.8	COc1ccc2[nH]cc(/C=C(/C#N)S(=O)(=O)c3ccccc3)c2c1
19	nt	-5	9	0	1	nt	1	0	2	nt	O=C(NCC(c1ccccc1)c1ccccc1)[C@H](Cc1ccccc1)NC1(C(=O)NC2CCCCC2)CCCC1
20	1	6	-5	-3	0	-6	7	-1	1	0.4	CSc1ccccc1NC(=O)CSc1nncs1

# Going on with the list.
no.	ASAP1 GAP inh	sPLA2-III inh	DDE Tn6 FP inh	PLC-gamma1 inh	PLCb3 inh	ARFGAP1 inhibitor	Tn7 DDE FP	UHRF1 binding	Rev-erbA mod	proKLK7 act	SMILES
21	-5	-3	-8	-1	-2	-1	-4	2	2	0.3	COc1ccc(N2CCN(C(=O)c3ccc(C)cc3Cl)CC2)cc1
22	4	-37	0	-1	2	-2	-5	1	5	1.0	CSc1cccc(NC(=O)C2CCCN2S(=O)(=O)c2ccc(Br)s2)c1 (stereo not given)
23	3	-9	4	2	3	11	-5	2	8&0	0.9	C=C(CC)C(=O)c1ccc(OCC(=O)O)c(Cl)c1Cl
24	4	2	0	-13	-18	-7	3	-3	4	0.6	CCOn1c(=O)c(-c2ccc(C)cc2)[n+]([O-])c2ccccc21
25	2	0	2	-27	-40	-3	-8	0	-1	1.7	CCn1cc(C(=O)NCCC(=O)OC)c(=O)c2cc3c(cc21)OCO3
26	3	-1	-8	1	-5	-3	-5	0	-1	-0.1	O=C(Nc1ccc(NC(=O)C2CC2)nc1)c1ccccc1F
27	-4	-2	8	-2	1	-4	-2	1	6	-0.2	Cc1c(C=O)c2ccccc2n1CC(=O)NC(C)c1ccccc1 (stereo not given)
28	15	-7	-3	6	1	9	-6	-3	2	0.5	CC(NC(=O)/C=C/c1cnc2ccccc2n1)C12CC3CC(CC(C3)C1)C2 (stereo not given)
29	-2	-3	-5	1	3	-11	5	1	-4	-0.1	O=C(CCS(=O)(=O)c1cccc2nsnc12)NCc1ccccc1
30	3	7	0	1	-1	-3	-1	-1	2	0.0	COc1ccc(OCc2nn3c(-c4ccco4)nnc3s2)cc1
31	-3	-5	6	2	3	-3	-2	-4	-8	-0.7	O=C(Cn1cnc2c(cnn2-c2ccccc2)c1=O)Nc1cc(S(=O)(=O)N2CCOCC2)ccc1Cl
32	6	17	3	-21	-33	6	-4	-6	-6	0.8	CN(C)c1ccc(/C=N/Nc2nncc3ccccc23)cc1
33	-6	4	-7	6	9	3	-8	-2	-4	-0.1	Cc1csc(=Nc2ccccc2)n1CCO
34	-5	-31	-1	2	-1	-2	-3	1	2	-14	Cc1ccc(S(=O)(=O)NCCC(=O)Nc2ccc(C)c(Cl)c2)cc1C
35	-1	18	-8	2	-15	10	2	4	4	-0.1	COc1ccc(OC)c2c1sc(=NC(=O)C1CC1)n2C
36	5	4	7	0	-7	-11	-2	-1	27*	-0.3	O=C(CCCn1c(=S)[nH]c2cc3c(cc2c1=O)OCO3)NCCc1ccccc1Cl
37	-4	-13	7	2	1	6	-1	2	6	1.1	COc1ccc(N2C(=O)C(CC(=O)Nc3ccccc3)N(CCc3ccc(OC)c(OC)c3)C2=O)cc1 (stereo not given)
38	2	6	0	2	0	-2	-1	-2	6	-0.1	Nc1nc(SCc2ccc(Cl)cc2Cl)n[nH]1
39	1	-16	-6	5	8	3	-4	4	4	0.0	CCN(Cc1ccccc1)S(=O)(=O)c1ccc2c(c1)NC(=O)CC(=O)N2
40	2	3	-8	1	3	-6	2	-3	4	-0.6	CC1(C)CC(=O)N(CC(=O)O)c2ccccc2S1(=O)=O
41	9	5	1	-2	-2	-9	8	3	6	1.7	O=C(COC(=O)Cn1cnc2ccccc2c1=O)Nc1ccc(Cl)c(C(F)(F)F)c1
42	-3	10	-2	1	-14	-8	3	4	4	0.5	O=C(NCCS(=O)(=O)N1CCN(c2ccccc2)CC1)C1CC1
43	-17	18	-5	1	6	10	3	11	-6	0.0	C#CCOCCOCCOCCNc1nc(N2CCN(C(=O)[C@H](CCCCN)n3cc([C@@H](N)CO)nn3)CC2)nc(N2CCN(C(=O)[C@H](Cc3ccc(O)cc3)n3cc([C@@H](N)CC(C)C)nn3)CC2)n1
44	-1	-2	2	1	2	-2	0	1	-3	0.1	Cc1nnc(SCC(=O)Nc2nccs2)[nH]c1=O
45	5	5	-1	-3	-4	0	7	0	1	0.8	O=c1c2ccccc2oc2ccc(Oc3ccccc3)cc12
46	-3	3	-1	-1	3	-1	7	0	-4	-0.3	O=C(O)Cc1ccc(NC(=S)Nc2cccc(Cl)c2Cl)cc1
47	-14	-5	-3	-1	-2	-5	-3	1	7	-0.2	CCCc1nnc(NC(=O)COC(=O)c2cc(C)nc3ccccc23)s1
48	-18	-2	2	0	-9	4	6	-1	-2	0.2	O=C(O)CCC(=O)NNc1nc2ccccc2nc1-c1ccccc1
49	-11	-8	0	1	-3	9	3	-2	3	-0.1	CCC(C)Sc1nc2c(cnn2-c2ccc(F)cc2)c(=O)[nH]1 (stereo not given)
50	-7	5	-9	-4	-2	12	-5	0	4	0.0	CCN1CCc2c(OCC(=O)Nc3ccc(C)cc3)cccc2C1=O
51	5	-13	-7	-75	-111	2	-6	8	0	-2.5	O=C(Nc1nc(-c2cccs2)cs1)c1cccc(S(=O)(=O)N2CCCCC2)c1
52	8	-4	1	-4	-7	-3	6	0	3	0.2	Cc1ccc2nc(SCC(=O)N3CCN(c4ccccc4)CC3)[nH]c2c1
53	-9	1	3	0	-11	-7	3	37*	-8	-0.3	CCOc1ccccc1NC(=O)COC(=O)COc1c(Cl)cc(Cl)c2ccc(C)nc12
54	-2	-2	-1	-7	-3	-11	-3	0	-3	-0.4	N#CC(C#N)=C(N)CSc1cccc[n+]1[O-]
